MCF10A rerep: DNA re-replication induction in MCF 10a cells | MCF 10A DNA re-replication, Hoechst nuclear intensity, 48 h | Potency, µM (series often up to 46.1 µM), for inactives: at the highest dose activity, positive = re-replication, hits mostly activators | actives 2.9% (n = 350,000); further: potency means the concentration at half of the fitted maximal effect; % of control where 0% means no effect; nearly all actives have a fitted effect of over 50% in size
Nrf2 activator: activators of Nrf2 (ARE) signaling | AREc32 ARE-luciferase reporter (MCF7-derived line), luminescence, 24 h | actives 0.31% (n = 410,000) | Potency, µM (doses to about 46.1 µM), without a hit: at the highest dose activation, usual class: activators; further: potency means the concentration at half of the fitted maximal effect; % of control where 0% means no effect; nearly all actives have a fitted effect of over 65% in size
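Luciferase luminescence (Steady-Glo, 30 min at room temperature) served as the read-out of ARE activation in AREc32 cells treated with compounds for 24 hr at 37 deg C.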
IL-1B inflam inh: inflammasome signaling inhibition, IL-1 beta readout; AID 743279; activity change, % at 57.5 µM; THP-1 LPS/ATP IL-1B secretion, AlphaLISA, 16 h; hits give low values; actives 4.7% (n = 360,000); in the data active means activity change below about -50%; inconclusive means mostly about -30% to -49%; further: on the % scale 0 is the no-effect control and ±100 the full control effect
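THP-1 cells pretreated 1 hr with compounds (up to 57.5 uM final), then stimulated with LPS (250 ng/mL final) plus ATP (1.25 mM final); secreted IL-1B measured by AlphaLISA after 16 hr, decreased signal indicating inhibition.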
ATXN2 expr inh: reduces ATXN2 reporter expression in HEK-293 cells; AID 1745845; actives 0.72% (n = 360,000); HEK-293 ATXN2-luciferase reporter, luminescence, 24 h; Potency, µM (top dose mostly 57 µM), for inactives: top-dose activity change, negative = inhibition, hits mostly inhibitors; further: potency means the concentration at half of the fitted maximal effect; on the % scale 0 is the no-effect control and ±100 the full control effect; nearly all actives have a fitted effect of over 55% in size
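qHTS (up to 57 uM final) was run with 24 h compound exposure of reporter cells at 37 °C. Each well was multiplexed: SteadyGlo luminescence measured ATXN2-luciferase expression after a fluorogenic Gly-Phe-AFC viability readout (25 uM final).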
A549 viability: A549 cytotoxicity, counter-screen for Nrf2 inhibitors; A549 ARE-Fluc cells, CellTiter-Fluor viability, 18-24 h; Potency, µM (titrated, usually from 46 µM), without a hit: at the top dose activity change, negative = cytotoxicity, hits mostly inhibitors; actives 0.16% (n = 390,000); AID 504648; further: potency means the concentration at half of the fitted maximal effect; on the % scale 0 is the no-effect control and ±100 the full control effect
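A549 ARE-Fluc cells in 5% FBS OPTI-MEM, 5000 cells/well, rested 2 h then exposed to compounds in concentration-response for 18-24 h at 37 °C. Viability by CellTiter-Fluor fluorescence (Ex 405/Em 525) after 30 min; luciferase luminescence (BugLite, 15 min, RT) read afterwards.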
ATXN viability: cell viability loss in ATXN counter-screen. actives 0.49% (n = 400,000). AID 651635. Potency, µM (titrated, usually from 56.7 µM), most hits filed as cytotoxic. S2 cells (HEK-293 line with an ATXN2-luciferase reporter) viability, CellTiter-Fluor protease fluorescence, 24 h; further: potency means the concentration at half of the fitted maximal effect; nearly all actives have a fitted effect of over 40% in size
HepG2 viability: counter-screen for TGF-b inhibitors: cytotoxicity in HepG2 cells; Potency, µM (doses to about 46.1 µM), for inactives: top-dose activity change, negative = cytotoxicity, hits mostly cytotoxic; HepG2 CAGA-GFP viability, ATP luminescence, 18 h; actives 0.76% (n = 410,000); AID 588856; further: potency means the concentration at half of the fitted maximal effect; some results filed as inactive show a strong effect at the top dose
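CellTiter-Glo luminescence gave cytotoxicity after 18 hours at 37 degrees C. The cells were HepG2 CAGA-GFP in 1% FBS DMEM, stimulated with 500 pg/mL TGF-beta after compound addition. %Activity was normalised to no-cell wells (complete cell-killing) and DMSO (no toxicity), and curves were fitted and classified.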
TGFb SMAD3 inh: blocks TGF-b signaling; HepG2 CAGA-GFP TGF-b/SMAD3 reporter, GFP fluorescence, 18 h; TGF-beta stimulated, 500 pg/mL final; Potency, µM (titrated, usually from 46.1 µM), for inactives: top-dose activity, negative = inhibition, usual class: inhibitors; actives 1.2% (n = 410,000); further: potency means the concentration at half of the fitted maximal effect; on the % scale 0 is the no-effect control and ±100 the full control effect; nearly all actives have a fitted effect of over 65% in size
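Inhibition was scored as loss of TGF-beta-induced (500 pg/mL final, 18 hours, 37 degrees C) GFP in HEPG2 cells carrying a CAGA-GFP reporter, in DMEM with 1% FBS. Well GFP was summed per cell; Activity was normalised to unstimulated and stimulated DMSO wells, then concentration-response fitting.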
Nrf2 block: blocks Nrf2 signaling; A549 ARE-Fluc reporter, luciferase luminescence, 18-24 h; Potency, µM (titrated, usually from 46 µM), without a hit: at the highest dose activity change, negative = inhibition, most hits filed as inhibitors; actives 2.1% (n = 360,000); AID 504444; further: potency means the concentration at half of the fitted maximal effect; on the % scale 0 is the no-effect control and ±100 the full control effect; nearly all actives have a fitted effect of over 60% in size
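Quantitative HTS in A549 cells stably bearing an antioxidant response element-firefly luciferase construct. Inhibition of Nrf2-driven transcription was scored by luminescence after 18-24 h of compound exposure at 37 °C.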
Numbers without * were called inactive. Unless noted, the call rests on the fitted dose curve; in most records, active means well fitted curve in the direction sought with a large enough effect; inconclusive means small, poorly fitted or top-dose-only effect, or another doubt; inactive means no such curve, though single readings can be large; an effect the other way counts as inactive or inconclusive.

Screening CC(=O)Nc1nc(C)c(-c2nc3ccc([N+](=O)[O-])cc3[nH]2)s1 returned MCF10A rerep -8%, Nrf2 activator 2.6%, IL-1B inflam inh 52, ATXN2 expr inh 14%, A549 viability -5%, ATXN viability inconclusive, HepG2 viability -13%, TGFb SMAD3 inh -17% and Nrf2 block -2%.
Screening CCC(Cc1ccccc1)NC(=O)CN1C(=O)CSc2ncccc21 (stereo not given) returned MCF10A rerep 3%, Nrf2 activator -0.2%, IL-1B inflam inh 13, ATXN2 expr inh -11%, A549 viability -7%, ATXN viability inactive, HepG2 viability -21%, TGFb SMAD3 inh -50% and Nrf2 block -7%.
`CC1(c2ccccc2)NC(=O)N(CC(=O)NC(=O)NC2CCCC2)C1=O` (stereo not given) gave MCF10A rerep 5%, Nrf2 activator -0.3%, IL-1B inflam inh 20, ATXN2 expr inh 0%, A549 viability -2%, ATXN viability inactive, HepG2 viability -1%, TGFb SMAD3 inh -5% and Nrf2 block 10%.
Cn1c(=O)cc(OCC(=O)NC2CCCCC2)c2ccccc21 was read as MCF10A rerep -1%, Nrf2 activator 0.1%, IL-1B inflam inh 0, A549 viability -12%, HepG2 viability -13%, TGFb SMAD3 inh 11% and Nrf2 block -30%.
For COc1cccc(/C=C/C(=O)OCC(=O)Nc2ccc(Cl)c(S(=O)(=O)N(C)C)c2)c1OC the results were MCF10A rerep -6%, Nrf2 activator 0.8%, IL-1B inflam inh 12, ATXN2 expr inh -26%, A549 viability 2%, ATXN viability inactive, HepG2 viability 0%, TGFb SMAD3 inh 5% and Nrf2 block 6%.
`COc1ccc(-c2cc3nc(C)c(CCC(=O)N4CCN(c5ccccn5)CC4)c(C)n3n2)c(OC)c1` gave MCF10A rerep -3%, Nrf2 activator -0.9%, IL-1B inflam inh -28, ATXN2 expr inh -6%, A549 viability 6%, ATXN viability inactive, HepG2 viability -1%, TGFb SMAD3 inh -2% and Nrf2 block -19%.
For CCC(Sc1nc2ccncc2[nH]1)C(=O)Nc1ccc(C)c(Cl)c1 (stereo not given) the results were MCF10A rerep 0%, Nrf2 activator 4.0%, IL-1B inflam inh 39, ATXN2 expr inh -2%, A549 viability 4%, ATXN viability inconclusive, HepG2 viability -8%, TGFb SMAD3 inh -25% and Nrf2 block -2%.
`O=C(COC(=O)CCCN=C1NS(=O)(=O)c2ccccc21)NNC(=O)c1ccccc1` gave MCF10A rerep -1%, Nrf2 activator -0.5%, IL-1B inflam inh 12, ATXN2 expr inh 6%, A549 viability -6%, ATXN viability inactive, HepG2 viability 10%, TGFb SMAD3 inh 3% and Nrf2 block 1%.
For Cc1n(CC(O)COC2CCCCC2)c2ccccc2[n+]1C (stereo not given) the results were MCF10A rerep -29%, Nrf2 activator 0.1%, IL-1B inflam inh 11, ATXN2 expr inh 4%, A549 viability -15%, ATXN viability inactive, HepG2 viability 1%, TGFb SMAD3 inh 0% and Nrf2 block -12%.
Screening O=C(COC(=O)/C=C/c1ccc(C(F)(F)F)cc1)NC1CC1 returned MCF10A rerep 6%, Nrf2 activator 0.6%, IL-1B inflam inh 1, ATXN2 expr inh -23%, A549 viability 1%, ATXN viability inactive, HepG2 viability -59%, TGFb SMAD3 inh 11% and Nrf2 block 1%.
Screening Cc1c(N=Nc2ccc(O)cc2)c(=O)n(-c2ccccc2)n1C returned MCF10A rerep -1%, Nrf2 activator 5.0%, IL-1B inflam inh 28, ATXN2 expr inh -7%, A549 viability inconclusive, ATXN viability inconclusive, HepG2 viability 3%, TGFb SMAD3 inh 8% and Nrf2 block -1%.
`CC(C)Cn1c(N)c(C(=O)COC(=O)CCc2nc3ccccc3s2)c(=O)n(C)c1=O` gave MCF10A rerep 20%, Nrf2 activator 2.1%, IL-1B inflam inh 17, ATXN2 expr inh -10%, A549 viability -4%, ATXN viability inactive, HepG2 viability -11%, TGFb SMAD3 inh -6% and Nrf2 block inconclusive.
For O=C(c1cccc(Cl)c1)N1CCC(N2CCC(C(=O)N3CCCC3)CC2)CC1 the results were MCF10A rerep 5%, Nrf2 activator 0.2%, IL-1B inflam inh 15, ATXN2 expr inh 13%, A549 viability 1%, HepG2 viability 4%, TGFb SMAD3 inh 0% and Nrf2 block 8%.
`CCOc1ccc(CNC(=O)c2ccc(NC(=O)C3=CSCCO3)cc2)cc1` gave MCF10A rerep 2%, Nrf2 activator -0.5%, IL-1B inflam inh -54*, ATXN2 expr inh 3%, A549 viability 1%, ATXN viability inactive, HepG2 viability -3%, TGFb SMAD3 inh 8% and Nrf2 block -16%.
CC(C)(C)OC(=O)N1CCC(c2c(C(=O)N3CCN(C(=O)c4ccco4)CC3)cnn2-c2ccccc2)CC1 was read as Nrf2 activator -1.2%, A549 viability -4%, HepG2 viability -8%, TGFb SMAD3 inh 2% and Nrf2 block inconclusive.
Screening COc1ccc(CCNc2ncnc3c2cnn3-c2cc(Cl)ccc2C)cc1 returned Nrf2 activator -3.3%, ATXN2 expr inh inconclusive, A549 viability -1%, HepG2 viability -85% and TGFb SMAD3 inh inconclusive.
COc1ccccc1N(C)S(=O)(=O)c1ccc(C(=O)NC(C)(C)C)cc1 was read as MCF10A rerep 15%, Nrf2 activator 0.3%, IL-1B inflam inh 4, ATXN2 expr inh -2%, A549 viability 0%, ATXN viability inactive, HepG2 viability -5%, TGFb SMAD3 inh -11% and Nrf2 block 7%.
Screening CNc1nc(-c2ccc3c(c2)CCN3C(=O)c2ccccc2F)cs1 returned MCF10A rerep 16%, Nrf2 activator -0.9%, IL-1B inflam inh -28, A549 viability -8%, ATXN viability inconclusive, HepG2 viability -9%, TGFb SMAD3 inh -12% and Nrf2 block -24%.
`COc1ccc(C(C)=O)cc1Cn1nc(C)c([N+](=O)[O-])c1C` gave MCF10A rerep -1%, Nrf2 activator 0.2%, IL-1B inflam inh -13, ATXN2 expr inh -8%, A549 viability -1%, ATXN viability inactive, HepG2 viability -4%, TGFb SMAD3 inh -7% and Nrf2 block 7%.
`COc1ccc(NCC(=O)N/N=C/C2CCCCC2)cc1` gave MCF10A rerep 3%, Nrf2 activator -0.8%, IL-1B inflam inh 1, ATXN2 expr inh 5%, A549 viability -3%, ATXN viability inactive, HepG2 viability -1%, TGFb SMAD3 inh 1% and Nrf2 block 6%.
For CCCCNS(=O)(=O)c1ccc(OC)c(Cl)c1Cl the results were MCF10A rerep -1%, Nrf2 activator 0.0%, IL-1B inflam inh -16, A549 viability -3%, HepG2 viability -2%, TGFb SMAD3 inh 0% and Nrf2 block 0%.
CC(C)(C)NC(=O)C(c1ccncc1)N(C(=O)C1CSC(=O)C1)c1ccccc1 (stereo not given) was read as MCF10A rerep -5%, Nrf2 activator 0.1%, IL-1B inflam inh 9, ATXN2 expr inh 12%, A549 viability 0%, HepG2 viability -22%, TGFb SMAD3 inh 1% and Nrf2 block 1%.
`Cc1cc(C)c(C#N)c(Sc2nnnn2-c2ccccc2)n1` gave MCF10A rerep -6%, Nrf2 activator 8.0%, IL-1B inflam inh -8, ATXN2 expr inh -6%, A549 viability 0%, ATXN viability inactive, HepG2 viability 6%, TGFb SMAD3 inh -3% and Nrf2 block 6%.
CC(C)(C)NC(=O)c1oc2ccccc2c1COc1ccccc1 was read as MCF10A rerep inconclusive, Nrf2 activator -0.8%, IL-1B inflam inh 12, ATXN2 expr inh -14%, A549 viability 3%, ATXN viability inactive, HepG2 viability -1%, TGFb SMAD3 inh -20% and Nrf2 block -13%.
Screening Cc1cc(O)ccc1NC(=O)c1ccccc1 returned MCF10A rerep inconclusive, Nrf2 activator -0.6%, IL-1B inflam inh 6, ATXN2 expr inh 2%, A549 viability 6%, ATXN viability inactive, HepG2 viability -4%, TGFb SMAD3 inh 1% and Nrf2 block 5%.
`COc1cc(C(=O)NCCc2ccc(S(N)(=O)=O)cc2)cc(OC)c1OC` gave MCF10A rerep 21%, Nrf2 activator 0.3%, IL-1B inflam inh 10, ATXN2 expr inh 4%, A549 viability 0%, ATXN viability inactive, HepG2 viability 0%, TGFb SMAD3 inh 20% and Nrf2 block inconclusive.
For CCN(CC)S(=O)(=O)c1cc(OC)c(C)cc1C the results were MCF10A rerep 7%, Nrf2 activator -0.4%, IL-1B inflam inh 23, ATXN2 expr inh -2%, A549 viability -3%, ATXN viability inactive, HepG2 viability 11%, TGFb SMAD3 inh 8% and Nrf2 block 2%.
CCSc1ncc(Cl)c(C(=O)N(Cc2ccc(N(C)C)cc2)Cc2ccco2)n1 was read as Nrf2 activator 11%, A549 viability -10%, HepG2 viability -37% and Nrf2 block 18µM*.
`CSc1nc(NCc2ccco2)c2ccccc2n1` gave MCF10A rerep 1%, Nrf2 activator inconclusive, IL-1B inflam inh -13, ATXN2 expr inh -13%, A549 viability -3%, ATXN viability inactive, HepG2 viability -12%, TGFb SMAD3 inh -18% and Nrf2 block 1%.
COc1cccc(C(=O)OCn2nnc3ccccc3c2=O)c1 was read as MCF10A rerep inconclusive, Nrf2 activator -0.4%, IL-1B inflam inh 1, ATXN2 expr inh -10%, A549 viability -4%, ATXN viability inactive, HepG2 viability 10%, TGFb SMAD3 inh -1% and Nrf2 block 5%.
O=C(CCC(=O)c1ccc(F)cc1)Nc1ccccc1Cl was read as MCF10A rerep 2%, Nrf2 activator -0.3%, IL-1B inflam inh -9, ATXN2 expr inh 0%, A549 viability 7%, ATXN viability inactive, HepG2 viability -21%, TGFb SMAD3 inh 0% and Nrf2 block 5%.

Screening data deposited in PubChem by National Center for Advancing Translational Sciences (NCATS).
